# Source: PubChem (Southern Research Specialized Biocontainment Screening Center)
# PhoP GFP inhibition = PhoP regulon inhibitors, Salmonella typhi PhoP promoter GFP reporter, confirmatory (AID 1850); one-dose inhibition, % at 50 µM; IC50 in µM for titrated hits; 310,000 tested, 0.33% active; Salmonella Typhi PhoP-promoter GFP reporter, fluorescence, 4 h; higher % means a stronger effect; in the data active means a potency from the dose series; inconclusive means inhibition mostly from about 25% at the one dose, without a potency; inactive means the rest, 99 in 100 with inhibition below about 19%;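 further: 0% = induced wells with vehicle and 100% = uninduced wells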
# tuberculosis growth = growth inhibition of non-replicating M. tuberculosis (AID 488890); Mycobacterium tuberculosis non-replicating, growth inhibition; higher % means a stronger effect; one-dose inhibition, % at 25 µM; IC50 in µM for titrated hits; 320,000 tested, 0.39% active; in the data active means a potency from the dose series; inconclusive means inhibition mostly from about 82% at the one dose, without a potency; inactive means the rest, 99 in 100 with inhibition below about 76%;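 further: plate controls were DMSO cells for no effect and high antibiotic wells for full effect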
# VEEV TC-83 Vero = inhibitors of VEEV TC-83 cytopathic effect, confirmation, Vero cells (AID 588727) | Vero cells, VEEV TC-83 cytopathic effect inhibition; higher % means a stronger effect | inhibition, % at 20 µM, or IC50 in µM where a hit was titrated | 350,000 tested, 0.13% active; in the data active means a potency from the dose series; inconclusive means inhibition mostly from about 14% at the one dose, without a potency; inactive means the rest, 99 in 100 with inhibition below about 12%; further: strong numbers were not always called active
# influenza NS1A = H1N1 influenza NS1A inhibitors, functional cell based assay (AID 504329) | inhibition, % at 12.5 µM; hits with a dose series show IC50 in µM | NS1A functional cell-based assay, percent inhibition; higher % means a stronger effect | 340,000 tested, 0.3% active; in the data active means a potency from the dose series; inconclusive means inhibition above about 27% without an active follow-up result; further: strong numbers were not always called active
# H37Rv inhibition = M. tuberculosis growth inhibition, HTS (AID 449762); M. tuberculosis H37Rv growth inhibition, 7H9 media; higher % means a stronger effect; 330,000 tested, 0.59% active; one-dose inhibition, % at 25 µM; IC50 in µM for titrated hits; in the data active means a potency from the dose series; inconclusive means inhibition above about 70% without an active follow-up result;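 further: bacterial growth assessed after seven days of incubation; strong numbers were not always called active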
# VEEV TC-83 Vero 10K pilot screen = second read-out of VEEV TC-83 Vero, no call of its own (marks repeat the call); inhibition, %; measured here: 10K pilot screen inhibition
# Numbers without * were called inactive; i = inactive; ? = inconclusive; . = no result given. Rows were taken by chance; 1.5% or so of the library scored in one or more.
# A first look, three compounds:
SMILES,PhoP GFP inhibition,tuberculosis growth,VEEV TC-83 Vero,influenza NS1A,H37Rv inhibition,others
Cc1ccc2nc(SCC(=O)NCc3ccco3)nc(=O)n2c1,4%,-5%,2.8%,-3%,-5%,
C[C@H](CO)N1C[C@H](C)[C@@H](CN(C)S(=O)(=O)c2ccccc2)Oc2ccc(NC(=O)Nc3ccc(C(F)(F)F)cc3)cc2C1=O,.,47%,0.6%,-18%,?,
COCCCN1C(=O)c2ccc(C(=O)OCC(=O)N3CCN(c4ccccc4)CC3)cc2C1=O,8%,-1%,i,12%,-8%,

# Results (from the top)
SMILES,PhoP GFP inhibition,tuberculosis growth,VEEV TC-83 Vero,influenza NS1A,H37Rv inhibition,others
Cc1ccc2nc(SCC(=O)NCc3ccco3)nc(=O)n2c1,4%,-5%,2.8%,-3%,-5%,
C[C@H](CO)N1C[C@H](C)[C@@H](CN(C)S(=O)(=O)c2ccccc2)Oc2ccc(NC(=O)Nc3ccc(C(F)(F)F)cc3)cc2C1=O,.,47%,0.6%,-18%,?,
COCCCN1C(=O)c2ccc(C(=O)OCC(=O)N3CCN(c4ccccc4)CC3)cc2C1=O,8%,-1%,i,12%,-8%,
CCOc1ccc(-c2nnc(SCC(=O)N3CCOCC3)o2)cc1,-8%,-3%,0.9%,1%,48%,
O=C(O)CSc1nc2ccc(Br)cc2[nH]1,.,.,1.1%,0%,.,
CCN(CC(=O)Nc1ccccc1C(F)(F)F)C(=O)CCSc1ccc(F)cc1,-9%,-5%,0.2%,9%,-1%,
CCOc1ccc(S(=O)(=O)Nc2cccc(C(=O)NCCCN3CCCC3=O)c2)cc1,.,.,0.5%,-5%,2%,
CCN(CC)C(=O)C(=O)c1cn(CC(=O)NCC2CCCO2)c2ccccc12 (configuration not stated),2%,-1%,0.1%,7%,-1%,
COc1ccc(Br)cc1CNC(=O)C1CCC(=O)N1C(C)C (configuration not stated),3%,.,0.8%,4%,-6%,
C/C(=N\NC(=O)C1CC1)c1ccc(C)c(C)c1,-1%,-5%,2.8%,-10%,-14%,
CCSc1c(-c2ccccc2)nc2c(C)cccc2c1C(=O)O,6%,-9%,1.8%,1%,10%,
Oc1ccc(Cl)cc1Cc1ccccc1,.,.,2.2%,-1%,.,
COc1ccc(C2C3=C(CCCC3=O)Nc3nc(C(F)(F)F)nn32)c(OC)c1OC (configuration not stated),3%,24%,0.1%,-15%,2%,
CCNc1ccc(C(=O)OCC(=O)N2c3ccccc3NC(=O)C2(C)C)cc1[N+](=O)[O-],-19%,24%,4.1%,9%,0%,
CCCOc1ccc(N2C(=O)CC(N3CCN(CCN=CC4C(=O)CC(C)(C)CC4=O)CC3)C2=O)cc1 (configuration not stated),4%,10%,1.1%,-9%,-3%,
O=C(NC1CCCCC1)N1CCCCCC1,-5%,60%,i,-15%,-7%,
CS(=O)(=O)N(CC(=O)N/N=C/c1cccs1)c1cccc(Cl)c1Cl,-8%,50%,2.1%,4%,10%,
COc1cc(Cl)c(C)cc1NC(=O)[C@@H]1CCCN1C(=O)c1cccs1,-7%,8%,i,-4%,-2%,VEEV TC-83 Vero 10K pilot screen=1.5
Cc1ccnc(N/C=C(/NC(=O)c2ccccc2)C(=O)N/N=C\c2ccc(Cl)cc2)n1,-2%,-6%,8.8%,-5%,4%,
CCOC(=O)c1c(C)[nH]c(C2=NNC(=NC(C)COC)SC2)c1C (configuration not stated),-2%,25%,i,-2%,3%,
O=C(CCn1c(=O)[nH]c2ccsc2c1=O)Nc1ccc(F)c(F)c1,-2%,-7%,2.1%,-3%,-4%,VEEV TC-83 Vero 10K pilot screen=0.3
N/C(=N\OC(=O)c1ccc(Cl)c(Cl)c1)c1cccnc1,12%,53%,9.7%,3%,-1%,
CC1Cc2ccccc2N1C(=O)CSc1nnnn1C1CCCC1 (configuration not stated),-15%,7%,6.4%,9%,-5%,
CCN(CC)S(=O)(=O)c1cc(C(=O)NC2=NCCS2)ccc1Cl,2%,20%,4.3%,-1%,-4%,
Nc1nnc(SCC(=O)NNC(=O)c2ccccc2F)s1,.,13%,1.2%,1%,4%,

# Three structures out of the list, arranged by molar mass, ascending.
SMILES,PhoP GFP inhibition,tuberculosis growth,VEEV TC-83 Vero,influenza NS1A,H37Rv inhibition,others
O=C(NC1CCCCC1)N1CCCCCC1,-5%,60%,i,-15%,-7%,
CCNc1ccc(C(=O)OCC(=O)N2c3ccccc3NC(=O)C2(C)C)cc1[N+](=O)[O-],-19%,24%,4.1%,9%,0%,
CCOc1ccc(S(=O)(=O)Nc2cccc(C(=O)NCCCN3CCCC3=O)c2)cc1,.,.,0.5%,-5%,2%,

# 2 successive compounds out of the list so far, quoted:
SMILES,PhoP GFP inhibition,tuberculosis growth,VEEV TC-83 Vero,influenza NS1A,H37Rv inhibition,others
CCNc1ccc(C(=O)OCC(=O)N2c3ccccc3NC(=O)C2(C)C)cc1[N+](=O)[O-],-19%,24%,4.1%,9%,0%,
CCCOc1ccc(N2C(=O)CC(N3CCN(CCN=CC4C(=O)CC(C)(C)CC4=O)CC3)C2=O)cc1 (configuration not stated),4%,10%,1.1%,-9%,-3%,

# Next part.
SMILES,PhoP GFP inhibition,tuberculosis growth,VEEV TC-83 Vero,influenza NS1A,H37Rv inhibition,others
O=C(c1ccsc1)N1CCCC(N2CCOCC2)C1 (configuration not stated),-3%,0%,i,-9%,7%,
COc1cc(OC)cc(C(=O)Nc2ccccc2N2CCOCC2)c1,-1%,37%,0.6%,24%,0%,
O=C(Cn1nnc(N2CCCCC2)n1)c1ccc(Cl)c(Cl)c1,4%,6%,0.0%,.,25%,
COc1cccc(CN2CCN(Cc3cc4ccccc4o3)CC2CCO)c1 (configuration not stated),-6%,8%,i,22%,-6%,
COc1ccc(OC)c(NC(=O)COC(=O)c2cc3c(s2)CCC3)c1,-7%,64%,0.3%,11%,8%,
CC12CCC(=O)N1C(C(=O)NCc1ccc(Cl)cc1Cl)CS2 (configuration not stated),8%,-2%,8.2%,-4%,4%,
Cn1c(CC(=O)NC(C)(C)CO)c(Sc2ccccc2)c2ccccc21,-7%,-9%,i,-1%,-8%,
Cn1c(SCc2c(F)cccc2Cl)nnc1-c1cnccn1,9%,52%,0.3%,-3%,-13%,
O=C(CCn1c(=O)oc2ccccc21)N(Cc1ccccc1)c1ccccn1,5%,-1%,i,0%,0%,
O=C(c1cc2nc(-c3ccccc3)cc(-c3ccccc3)n2n1)N1CCN(C(=O)c2ccco2)CC1,-4%,47%,?,-9%,2%,
Cc1ccc2nc(SCC(=O)Nc3ccc(Br)cc3)nc(=O)n2c1,2%,1%,1.8%,6%,-5%,
COc1cccc(CNC(=O)CN2C(=O)CC(c3ccccc3)=Nc3ccccc32)c1,-2%,25%,6.6%,-4%,8%,
O=C(CCn1c(=S)oc2ccccc21)Nc1ccc2c(c1)OCCO2,-1%,-5%,0.7%,1%,-13%,
Cc1ccc(CNC(=O)C2CCCN2S(=O)(=O)c2ccc(F)cc2)cc1 (configuration not stated),8%,-3%,i,-2%,5%,
CCOC(=O)c1oc2ccccc2c1NC(=O)c1cccs1,4%,.,3.8%,-1%,.,
CCOc1cc(/C=N/NC(=O)c2nn(C)cc2Br)ccc1OCc1ccccc1Cl,0%,24%,7.4%,1%,0%,
O=C(Nc1ccccc1C(=O)NC(Cc1ccccc1)C(=O)O)c1ccccc1 (configuration not stated),6%,-10%,0.2%,-17%,-2%,
COc1ccc(/C=C\c2onc(C)c2S(=O)(=O)N2CCC(C(=O)NCc3ccco3)CC2)cc1,13%,7%,2.2%,0%,-7%,
CC(CNC(=O)c1ccc(Br)o1)NC(=O)c1ccc(Br)o1 (configuration not stated),-8%,-14%,i,11%,-1%,
Cc1ccc(C)c(NC(=O)CN(C)C(=O)c2cc3ccccc3o2)c1,0%,30%,9.2%,-11%,-4%,
C=CCN1C=C(C(=O)c2ccccc2)C(=O)CC1,.,.,i,1%,.,
Cc1ccc(C(=O)CNc2nc3c(c(=O)[nH]c(=O)n3C)n2Cc2ccccc2)cc1,1%,0%,4.1%,8%,-8%,
CCCNC(=O)CN(Cc1ccccc1F)S(=O)(=O)c1ccc(C)cc1,-4%,2%,i,-12%,-2%,
COCC1CCN(C(=O)CCc2nnc(C3(c4ccc(Cl)cc4)CCC3)o2)C1 (configuration not stated),3%,6%,i,-14%,8%,
Cc1ccc(Oc2nc(C(F)(F)F)nc3ccccc23)cc1,4%,0%,0.5%,-1%,3%,

# The closing two records of the section before come first, to join the parts:
SMILES,PhoP GFP inhibition,tuberculosis growth,VEEV TC-83 Vero,influenza NS1A,H37Rv inhibition,others
COCC1CCN(C(=O)CCc2nnc(C3(c4ccc(Cl)cc4)CCC3)o2)C1 (configuration not stated),3%,6%,i,-14%,8%,
Cc1ccc(Oc2nc(C(F)(F)F)nc3ccccc23)cc1,4%,0%,0.5%,-1%,3%,
O=C(COC(=O)c1cccc(O)c1)NCc1ccc2c(c1)OCO2,15%,-4%,4.6%,-4%,-9%,
Cc1ccc(-c2nc3c(c(=O)[nH]c(=O)n3Cc3ccccc3)n2C)s1,-1%,-18%,.,.,-1%,
CCc1ccc(/C=C2\SC(N3CCCC3)=NC2=O)cc1,9%,67%,1.0%,14%,-3%,
Cc1ccc(S(=O)(=O)N(C)Cc2ccc(-c3nnco3)cc2)cc1,-2%,7%,i,10%,0%,
COc1ccc(-c2cc3cc(OC)c(OC)cc3cn2)cc1,.,73%,13%,5%,58%,
Cn1c(=O)c2c(nc(SCC(=O)NCC3CCCO3)n2Cc2ccc(F)cc2)n(C)c1=O (configuration not stated),5%,7%,2.0%,-6%,1%,
CC[C@@]12C(=O)N(c3cccc(C)c3)C(=O)N1[C@H](c1ccc(Br)cc1)[C@@H]1C(=O)N(C(C)(C)C)C(=O)[C@@H]12,4%,32%,0.5%,15%,-1%,VEEV TC-83 Vero 10K pilot screen=0.2
C=CCc1ccccc1OCC(O)CNC (configuration not stated),-7%,8%,1.0%,-3%,11%,
CCOC(=O)N1CCN(C(=O)CCC(=O)N2CCOc3ccc(C)cc32)CC1,-2%,-5%,0.8%,-31%,-10%,
CCOC(=O)C1=C(C)NC(=O)NC1c1c(OCC(=O)N2CCCCC2)ccc2ccccc12 (configuration not stated),0%,24%,3.2%,3%,-5%,
CS(=O)(=O)N(CC(=O)NCc1ccco1)c1cccc([N+](=O)[O-])c1,-6%,2%,1.2%,-9%,-6%,
CCOc1ccc2nc(NC(=O)c3ccco3)sc2c1,-9%,74%,1.7%,6%,6%,
COc1ccc(-c2cc(C(=O)NCC3CCCO3)c3cc(C(C)C)ccc3n2)cc1 (configuration not stated),4%,23%,8.7%,7%,?,
COCCN1C=C(C(=O)OC)C(c2cc3c(cc2Br)OCO3)C(C(=O)OC)=C1,-7%,4%,.,.,-9%,
C/C(=N\NC(=S)NCCc1ccccc1)c1cccs1,-3%,68%,i,2%,?,
COc1ccccc1NC(=O)CSc1nnc(COc2ccc(Cl)cc2)n1Cc1ccco1,-1%,-4%,11%,-1%,-3%,
COc1ccc(C(=O)NC2CCN(CC(=O)NC3CCCCC3)CC2)cc1,8%,-8%,i,-13%,-3%,
COc1ccc(-c2cc(-c3cccs3)nc(OC)c2C#N)cc1OC,-3%,1%,0.7%,2%,-11%,
CCN1CCN(C(=O)c2c(-c3c(Cl)cccc3Cl)noc2C)CC1,2%,6%,i,4%,-11%,
Cc1nn(CC(=O)Nc2ccc(C(=O)N3CCCCC3)cc2)c(=O)c2ccccc12,0%,7%,i,6%,0%,
Cc1cccc(-n2ncc3c2CCCC3NC(=O)CCN2CCCCO2)c1C (configuration not stated),-8%,5%,2.8%,-13%,-6%,
Nc1nc(COc2ccc(Cl)cc2)cs1,2%,21%,0.6%,0%,?,
Cc1ccc2nc(N/C(N)=N/S(=O)(=O)c3ccc([N+](=O)[O-])cc3)nc(C)c2c1,-7%,1%,4.7%,-4%,1%,
O=C(NCC1CC1)NC(=O)c1c(F)cccc1Cl,-3%,52%,0.7%,-22%,8%,
CCOCCCNC(=O)c1c(N)n(-c2ccc(S(N)(=O)=O)cc2)c2nc3ccccc3nc12,-14%,2%,0.8%,-3%,-3%,
